Bioassay records: PubChem BioAssay, National Center for Advancing Translational Sciences (NCATS)
Pin1 inhibitor: qHTS Assay to Find Inhibitors of Pin1. Pin1 FP peptide displacement, HiFluor488, 10 min. Potency, µM (highest dose often 115 µM), for inactives: top-dose activity, negative = inhibition, usual class: inhibitors. 390,000 tested, 0.009% active. AID 504891, 2011; active = well fitted inhibition curve with a large enough effect in the polarisation, with a control signal flat, not every such curve was filed as active; inconclusive = small, poorly fitted or top-dose-only effect, or effect the other way, or a change in a side signal; inactive = no such curve, though single readings can be large or run the other way; the % refers to the polarisation; note: % is set by controls: 0 for no effect and ±100 for the full control effect
Target sequence (Q13526 whole entry, looked up): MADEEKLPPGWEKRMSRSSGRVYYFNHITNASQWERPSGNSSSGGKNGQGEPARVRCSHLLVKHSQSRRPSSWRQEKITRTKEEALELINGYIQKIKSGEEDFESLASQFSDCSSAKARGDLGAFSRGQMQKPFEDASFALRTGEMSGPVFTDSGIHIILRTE
Tb PGK inh: qHTS Assay to Find Inhibitors of Phosphoglycerate Kinase; 380,000 tested, 0.043% active; Potency, µM (series often up to 57.5 µM), without a hit: at the highest dose activity change, negative = inhibition, most hits filed as inhibitors; Phosphoglycerate kinase, glycosomal (Trypanosoma brucei brucei), P07378; PGK/GAPDH coupled, Kinase-Glo luminescence, 60 min; AID 602233, 2012; note: % is set by controls: 0 for no effect and ±100 for the full control effect; nearly all actives have a fitted effect of over 60% in size
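Luminescent ATP detection (Kinase-Glo Plus) follows a 60-minute room-temperature incubation, with wells lacking PGK as controls. Buffer: 100 mM TEA (pH 7.6), 5 mM MgCl2, 0.01% Tween-20. Coupling enzyme GAPDH (100 nM final) supplies unstable 1,3-BPG in-well.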
G9a block: qHTS Assay for Inhibitors of Histone Lysine Methyltransferase G9a; G9a H3K9 monomethylation, AlphaScreen, 2 h; Potency, µM (doses to about 102 µM), inactives show at the top dose activity, negative = inhibition, most hits filed as inhibitors; 350,000 tested, 8.8% active; note: % is set by controls: 0 for no effect and ±100 for the full control effect; nearly all actives have a fitted effect of over 75% in size
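Readings reflect AlphaScreen signal from monomethyl-H3K9 antibody detection. HMT at 20 nM; substrate b-H3K9 500 nM; cofactor SAM 20 uM; 2 h RT reaction; compounds tested as titrations in qHTS with 15 min preincubation.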
HP1b chromo inh: HTS for Inhibitors of HP1-beta Chromodomain Interactions with Methylated Histone Tails; 390,000 tested, 0.56% active; Chromobox protein homolog 1 (Homo sapiens), P83916; AID 540317, 2011; AlphaScreen HP1-beta / biotin-H3K9me3 peptide binding; Potency, µM (highest dose often 114 µM), without a hit: top-dose activity change, negative = inhibition, usual class: inhibitors; note: nearly all actives have a fitted effect of over 70% in size; inactives centre near 23
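Compound inhibition of the preformed complex between 50 nM HP1-beta and 50 nM biotinylated H3K9me3 peptide was read by AlphaScreen. Buffer was PBS pH 7.4 with 0.01% Tween-20. Incubations ran 30 min at room temperature, with 10 ug/mL donor/acceptor beads.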
GLS inh: qHTS for Inhibitors of Glutaminase (GLS). GLS enzymatic activity, qHTS titration. Potency, µM (titrated, usually from 45.5 µM), without a hit: at the highest dose activity change, negative = inhibition, usual class: inhibitors. 410,000 tested, 0.21% active; note: % is set by controls: 0 for no effect and ±100 for the full control effect
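hKGA in 45 mM KH2PO4 pH 8.2, 0.02% Tween-20 with pin-transferred compounds; 1 mM L-glutamine (stock) plus glutamate oxidase/HRP/Amplex Red coupling added. Fluorescence read initially and after 30 min at RT.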
POLI inh: qHTS for Inhibitors of Polymerase Iota | Pol iota fluorescent replication assay, 10 min | AID 588590, 2011 | 390,000 tested, 1% active | Potency, µM (doses to about 115 µM), for the others: at the highest dose activity, negative = inhibition, actives largely listed as inhibitors
Target sequence (Q9UNA4 whole entry, looked up): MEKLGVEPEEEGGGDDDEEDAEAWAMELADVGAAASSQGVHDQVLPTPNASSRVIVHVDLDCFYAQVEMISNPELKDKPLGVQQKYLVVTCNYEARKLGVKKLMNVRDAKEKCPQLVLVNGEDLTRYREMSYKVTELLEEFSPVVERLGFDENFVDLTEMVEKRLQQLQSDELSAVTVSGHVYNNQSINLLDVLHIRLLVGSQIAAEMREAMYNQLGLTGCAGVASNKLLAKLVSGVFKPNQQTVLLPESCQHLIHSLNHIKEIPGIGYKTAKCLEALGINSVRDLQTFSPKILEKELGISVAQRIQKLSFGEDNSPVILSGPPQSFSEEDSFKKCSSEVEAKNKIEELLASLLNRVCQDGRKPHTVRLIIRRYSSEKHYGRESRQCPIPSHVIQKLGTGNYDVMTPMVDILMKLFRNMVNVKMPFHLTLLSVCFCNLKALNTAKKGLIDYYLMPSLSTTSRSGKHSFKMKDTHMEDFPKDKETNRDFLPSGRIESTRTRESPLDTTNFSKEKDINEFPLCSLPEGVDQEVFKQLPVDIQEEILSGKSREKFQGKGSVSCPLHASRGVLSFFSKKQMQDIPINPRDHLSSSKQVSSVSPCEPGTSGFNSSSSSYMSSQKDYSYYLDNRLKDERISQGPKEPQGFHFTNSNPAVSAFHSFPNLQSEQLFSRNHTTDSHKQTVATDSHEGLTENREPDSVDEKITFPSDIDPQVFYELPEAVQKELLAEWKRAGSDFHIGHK
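Pol iota at 10 nM preincubated 15 min with compounds at room temperature; reaction started with fluorescent substrate, 50 nM final. Fluorescence read kinetically at 0 and 10 min; buffer-only wells as negative control.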
JMJD2A Tudor: qHTS Assay for Inhibitors of JMJD2A-Tudor Domain; 390,000 tested, 4.4% active; Lysine-specific demethylase 4A (Homo sapiens), O75164; AID 504339, 2011; Potency, µM (highest dose often 114 µM), inactives show top-dose activity change, negative = inhibition, actives largely listed as inhibitors; AlphaScreen JMJD2A-Tudor / H3K4me3 peptide binding; note: % is set by controls: 0 for no effect and ±100 for the full control effect; nearly all actives have a fitted effect of over 50% in size
BAZ2B block: qHTS Assay for Inhibitors of BAZ2B | Bromodomain adjacent to zinc finger domain protein 2B (Homo sapiens), Q9UIF8 | AlphaScreen BAZ2B-H3K14Ac peptide displacement | Potency, µM (highest dose often 114 µM), for the others: at the highest dose activity change, negative = inhibition, hits mostly inhibitors | 360,000 tested, 4.4% active | AID 504333, 2011; note: % is set by controls: 0 for no effect and ±100 for the full control effect; nearly all actives have a fitted effect of over 60% in size
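Complex of BAZ2B and biotin-H3K14Ac (50 nM apiece) forms over 30 min at RT, then faces library compounds up to 110 uM for another 30 min; AlphaScreen beads added, 20 min dark incubation, luminescence read.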
BLM helicase inh: qHTS Assay for Inhibitors of Bloom's syndrome helicase (BLM); 350,000 tested, 0.2% active; AID 2528, 2010; Potency, µM (titrated, usually from 56.1 µM), without a hit: at the highest dose activity change, negative = inhibition, most hits filed as inhibitors; RecQ-like DNA helicase BLM (Homo sapiens), P54132; recombinant BLM DNA unwinding, fluorescence dequenching;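 note: plate controls were vehicle for no effect and no enzyme for full effect; nearly all actives have a fitted effect of over 35% in size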
* marks the source's active call; other numbers are inactive results; i = inactive; ? = inconclusive; · = no result given; [ ] = remark or other dose. Unless noted, calls come from the whole dose curve; as a rule, active = well fitted curve in the direction sought with a large enough effect; inconclusive = small, poorly fitted or top-dose-only effect, or another doubt; inactive = no such curve, though single readings can be large; an effect the other way counts as inactive or inconclusive. Potency is the fitted concentration of half-maximal effect. Some of the compounds tested; count on the stated rates, not on these rows.

# | SMILES | Pin1 inhibitor | Tb PGK inh | G9a block | HP1b chromo inh | GLS inh | POLI inh | JMJD2A Tudor | BAZ2B block | BLM helicase inh
1 | O=C(/C=C/c1cccs1)c1ccco1 | -4% | i | · | 43%[activator] | -4% | -2% | -18% | · | ·
2 | O=S(=O)(NC1CCCCC1)c1cccs1 | -9% | i | -6% | 14% | -7% | -5% | -6% | -1% | -5%
3 | Cc1ccc(CNC(=O)C(=O)NCC2OCCN2C(=O)c2ccc3c(c2)OCO3)cc1 (centres undefined) | 19% | -4% | -9% | 32% | -1% | ? | -3% | -7% | -7%
4 | CCOC(=O)c1c(NC(=O)CS(=O)(=O)c2cn(CC)c3ccccc23)sc2c1CCCCC2 | 2% | -8% | ? | 17% | 0% | -5% | -28% | -22% | -11%
5 | Fc1ccc(C(c2nnnn2C2CCCC2)N(Cc2ccco2)CC2CCCO2)cc1 (centres undefined) | 6% | 6% | 1%[59 µM] | -15% | 3% | ? | -2%[11.4 µM] | -3% | -6%
6 | CCOC(=O)N1CCN(C(=O)C2CCN(S(=O)(=O)c3cc(OC)ccc3OC)CC2)CC1 | 3% | -9% | 7% | 51%[activator] | -15% | -1% | 10% | -14% | 1%
7 | CC(C)C[C@H](NC(=O)N1CC(=O)Nc2ccccc21)C(=O)N1CCC(C(=O)O)CC1 | 1% | 0% | 34% | 50%[activator] | -3% | -9% | -12% | 2% | 0%
8 | CC(C)CC(=O)NC(=S)Nc1ccc(F)cc1F | -5% | -2% | -28% | 37% | -1% | 11% | 0% | -37% | -2%
9 | COc1cccc(NC(=O)CSC2=Nc3ccccc3C3=NC(CC(=O)NCc4ccccc4OC)C(=O)N23)c1 (centres undefined) | ? | -4% | 16%[59 µM] | 23% | -28% | -5% | -22% | -19% | -7%
10 | CC1(C)Cc2c(C#N)c(OCC(=O)c3ccc(Cl)cc3)nc(-c3ccoc3)c2CO1 | 8% | -5% | ? | 27% | 1% | 5% | 1% | 37%[activator] | -12%
11 | Cc1onc(-c2ccccc2Cl)c1C(=O)N[C@@H](C)c1ccccc1 | 1% | i | · | 42%[activator] | 2% | 0% | -13% | · | ·
12 | Cc1ccn2c(C(=O)CSc3ccccc3)c(C)nc2c1 | -1% | -4% | -3% | 31% | -8% | -29% | -23% | -15% | -4%
13 | O=C(O)C1CC(=O)N(c2ccc(OCc3ccc(Cl)cc3Cl)cc2)C1 (centres undefined) | 4% | -9% | -22%[59 µM] | 19% | 9% | -20% | -6% | -11% | -1%
14 | COCCCNCCCCOc1ccccc1-c1ccccc1 | -10% | 4% | 14µM* | ? | 4% | 35%[activator] | 79µM* | 71µM* | -2%
15 | CC[C@]12c3[nH]c4ccc(OC)cc4c3CCN1C(=O)C(CC(=O)NCc1cccc(C(F)(F)F)c1)C[C@@H]2C(=O)N1CCN(C(=O)c2ccco2)CC1 (some centres undefined) | -1% | i | · | 35% | 4% | 7% | -27% | · | ·
16 | Cc1cc(C)nc(NS(=O)(=O)c2ccc(NC(=O)c3nc(SC(C)C)ncc3Cl)cc2)n1 | 0% | 5% | 0%[59 µM] | 12% | 12% | 0% | -31% | -15% | 1%
17 | Cc1cccc(NS(=O)(=O)c2ccc3[nH]c(=O)cc(C(=O)O)c3c2)c1 | 0% | 5% | · | 34% | 3% | ? | -4% | -2% | 1%
18 | CCn1cc(C2=NC(CC(C)C)CO2)c2ccccc21 (centres undefined) | -4% | -4% | 159%[activator] | 90%[activator] | 1% | 25% | 5% | 12% | -4%
19 | Cc1ccc(NC(=O)Cn2nnc(C(=O)NCCc3ccccc3)c2N)c(C)c1 | 11% | 0% | -13%[59 µM] | 13% | -8% | ? | 11µM* | ? | -7%
20 | O=S(=O)(c1ccc(F)cc1)c1snnc1-c1ccccc1 | -7% | -2% | -7% | 50%[activator] | -10% | 48%[activator] | 24% | 2% | -6%
21 | CC(C)CC(=O)Nc1nc(-c2ccc(S(=O)(=O)N3CCOCC3)cc2)cs1 | -4% | 2% | ? | -5% | 6% | 14% | -12% | -7% | -7%
22 | Cc1ccc(NCC(=O)Nc2ccc(Br)cc2)cc1C | -1% | 1% | 56µM* | 37% | 5% | -24% | -15% | ? | -7%
23 | Cc1ccc(-c2cn3cccc(C)c3n2)cc1 | 1% | -14% | · | 26% | 0% | 15% | -22% | -9% | 2%
24 | O=C1OCCC1Sc1nnc(-c2cccc(Br)c2)o1 (centres undefined) | -5% | 25% | 19%[2.33 µM] | 20% | -2% | 29% | -2% | -8% | 2%
25 | O=C(NC1CC1)C1=C[C@H](C2CCCCC2)C[C@H](OCc2ccc(CO)cc2)O1 | -5% | -2% | 1%[59 µM] | 39% | 0% | -1% | -24% | -4% | -4%
26 | CN(C)c1nc(N)c([N+](=O)[O-])c(N2CCCCCC2)n1 | 7% | -2% | -2% | 38%[activator] | -3% | -11% | -23% | -21% | -5%
27 | Cc1ccccc1OCCC(=O)NCCc1ccc(S(N)(=O)=O)cc1 | 0% | 0% | 13%[59 µM] | 22% | -4% | 4% | -8% | 5% | 1%
28 | COc1cc2c(C(=O)N3CCN(C)CC3)c(C)oc2cc1Br | -1% | -1% | -9%[12.7 µM] | 25% | 3% | 19% | -14% | -2% | -1%

Three entries from above, ordered by molar mass, largest number first:
# | SMILES | Pin1 inhibitor | Tb PGK inh | G9a block | HP1b chromo inh | GLS inh | POLI inh | JMJD2A Tudor | BAZ2B block | BLM helicase inh
15 | CC[C@]12c3[nH]c4ccc(OC)cc4c3CCN1C(=O)C(CC(=O)NCc1cccc(C(F)(F)F)c1)C[C@@H]2C(=O)N1CCN(C(=O)c2ccco2)CC1 (some centres undefined) | -1% | i | · | 35% | 4% | 7% | -27% | · | ·
7 | CC(C)C[C@H](NC(=O)N1CC(=O)Nc2ccccc21)C(=O)N1CCC(C(=O)O)CC1 | 1% | 0% | 34% | 50%[activator] | -3% | -9% | -12% | 2% | 0%
11 | Cc1onc(-c2ccccc2Cl)c1C(=O)N[C@@H](C)c1ccccc1 | 1% | i | · | 42%[activator] | 2% | 0% | -13% | · | ·

Nos. 1 to 4, quoted:
# | SMILES | Pin1 inhibitor | Tb PGK inh | G9a block | HP1b chromo inh | GLS inh | POLI inh | JMJD2A Tudor | BAZ2B block | BLM helicase inh
1 | O=C(/C=C/c1cccs1)c1ccco1 | -4% | i | · | 43%[activator] | -4% | -2% | -18% | · | ·
2 | O=S(=O)(NC1CCCCC1)c1cccs1 | -9% | i | -6% | 14% | -7% | -5% | -6% | -1% | -5%
3 | Cc1ccc(CNC(=O)C(=O)NCC2OCCN2C(=O)c2ccc3c(c2)OCO3)cc1 (centres undefined) | 19% | -4% | -9% | 32% | -1% | ? | -3% | -7% | -7%
4 | CCOC(=O)c1c(NC(=O)CS(=O)(=O)c2cn(CC)c3ccccc23)sc2c1CCCCC2 | 2% | -8% | ? | 17% | 0% | -5% | -28% | -22% | -11%
